Screening results deposited in PubChem BioAssay by The Scripps Research Institute Molecular Screening Center.
PAFAH1B2 FP inh – inhibitors of human PAFAH1B2. recombinant PAFAH1B2, FP-rhodamine activity probe, fluorescence polarization. inhibition, % at 3.39 µM. 1.2% of 340,000 active. AID 492953;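 active means inhibition above the mean of all tested compounds plus 3 SD, cut at about 24% in these data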;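 further: 0% = enzyme with DMSO and 100% = wells lacking PAFAH1B2; many of its hits are not listed in these tables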
PAFAH1B3 inh – PAFAH1B3 (human) inhibition; recombinant PAFAH1B3, FP-rhodamine probe, fluorescence polarization; inhibition, % at 3.39 µM; 0.28% of 340,000 active; AID 492972;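 active means inhibition above the screen-wide average of all tested compounds plus 3 SD, cut at about 25% in these data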;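 further: 0% = enzyme with DMSO only and 100% = wells lacking PAFAH1B3 protein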
PAFAH2 FP inh – inhibitors of human PAFAH2; recombinant PAFAH2, FP-rhodamine activity probe, fluorescence polarization; inhibition, % at 3.39 µM; 0.99% of 340,000 active;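 active means inhibition above the mean over all tested compounds plus 3 SD, cut at about 30% in these data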;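 further: inhibitors block probe labeling of enzyme so polarization drops; 0% = enzyme with DMSO and 100% = wells lacking PAFAH2 protein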
PREPL inh – inhibitors of human prolyl oligopeptidase-like enzyme PREPL. Q4J6C6. recombinant PREPL, fluorescence polarization activity-based probe. inhibition, % at 5.96 µM. 0.68% of 320,000 active; in the data active means inhibition above about 43%;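 further: 0% = enzyme with DMSO and 100% = wells lacking enzyme; many of its hits are not listed in these tables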
PAD4 FP inh – PAD4 (human) enzyme inhibition; Q9UM07; recombinant PAD4, RCA probe fluorescence polarization; inhibition, % at 6.36 µM; 0.41% of 330,000 active;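 active means percent inhibition above a cutoff equal to the mean of all tested compounds plus 3 SD, cut at about 15% in these data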;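 further: 0% = PAD4 with RCA probe and DMSO and 100% = probe without PAD4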
pPAFAH FP inh – pPAFAH (human) enzyme inhibition; Q13093; recombinant pPAFAH, FP-rhodamine probe fluorescence polarization; inhibition, % at 3.39 µM; 1.5% of 330,000 active;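 active means inhibition above the mean inhibition across the screen plus 3 SD, cut at about 25% in these data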;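 further: inhibitors block binding of the rhodamine activity-based probe so polarization drops; 0% = enzyme with DMSO and 100% = wells lacking pPAFAH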
Target sequence (Q13093 whole entry, looked up): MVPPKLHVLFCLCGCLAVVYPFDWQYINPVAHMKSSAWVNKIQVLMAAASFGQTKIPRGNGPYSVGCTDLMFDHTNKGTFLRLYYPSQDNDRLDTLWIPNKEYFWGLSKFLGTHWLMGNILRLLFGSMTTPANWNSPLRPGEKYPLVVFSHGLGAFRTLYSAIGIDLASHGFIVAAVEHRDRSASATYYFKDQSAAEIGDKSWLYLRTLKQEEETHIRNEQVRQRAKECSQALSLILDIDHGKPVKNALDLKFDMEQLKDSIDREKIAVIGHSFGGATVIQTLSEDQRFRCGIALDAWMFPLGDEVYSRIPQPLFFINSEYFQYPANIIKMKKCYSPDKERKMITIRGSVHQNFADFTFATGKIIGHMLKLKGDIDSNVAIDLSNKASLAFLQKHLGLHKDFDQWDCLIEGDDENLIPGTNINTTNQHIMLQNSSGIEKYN
GSTO1 counter – counter-screen for RBBP9 inhibitors: inhibitors of human GSTO1. P78417. recombinant GSTO1, activity-based probe fluorescence polarization. inhibition, % at 5.96 µM. 1.1% of 300,000 active. AID 1974;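 active means inhibition above the campaign mean inhibition plus 3 SD, cut at about 35% in these data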;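 further: 0% = GSTO1-1 with DMSO and 100% = wells lacking GSTO1-1 enzyme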
Target sequence (P78417 whole entry, looked up): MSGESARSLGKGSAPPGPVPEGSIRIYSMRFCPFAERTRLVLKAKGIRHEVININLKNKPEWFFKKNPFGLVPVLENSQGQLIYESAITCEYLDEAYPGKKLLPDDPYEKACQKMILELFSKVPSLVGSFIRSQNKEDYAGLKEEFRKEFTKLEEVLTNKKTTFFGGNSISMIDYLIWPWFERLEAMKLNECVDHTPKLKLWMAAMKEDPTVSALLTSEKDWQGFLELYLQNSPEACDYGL
LYPLA2 counter – counter-screen for PME1 inhibitors: inhibitors of human LYPLA2. O95372. recombinant LYPLA2, FP-Rh probe fluorescence polarization. inhibition, % at 5.9 µM. 0.38% of 320,000 active. AID 2177;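 active means inhibition above the screen-wide mean plus 3 SD, limit set per campaign, cut at about 26% in these data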;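 further: 0% = LYPLA2 with DMSO and 100% = wells lacking LYPLA2 enzyme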
LYPLA1 counter – counter-screen for PME1 inhibitors: inhibitors of human LYPLA1; 0.16% of 320,000 active; recombinant LYPLA1, FP-Rh probe fluorescence polarization; inhibition, % at 5.9 µM;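 active means inhibition above the mean of all tested compounds plus 3 SD, set per campaign, cut at about 14% in these data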;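 further: inhibitors block serine hydrolase probe labeling of LYPLA1 so polarization falls; 0% = enzyme with DMSO and 100% = wells lacking LYPLA1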
Target sequence (O75608 whole entry, looked up): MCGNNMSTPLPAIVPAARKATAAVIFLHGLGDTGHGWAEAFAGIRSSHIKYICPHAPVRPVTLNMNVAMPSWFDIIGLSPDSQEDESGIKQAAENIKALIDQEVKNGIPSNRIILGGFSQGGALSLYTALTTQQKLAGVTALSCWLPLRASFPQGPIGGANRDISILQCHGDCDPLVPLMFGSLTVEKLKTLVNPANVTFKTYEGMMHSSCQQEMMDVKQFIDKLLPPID
* marks the source's active call; other numbers are inactive results; nt = not tested or not shown. An excerpt; count on the stated rates, not on these rows.

Compound	PAFAH1B2 FP inh	PAFAH1B3 inh	PAFAH2 FP inh	PREPL inh	PAD4 FP inh	pPAFAH FP inh	GSTO1 counter	LYPLA2 counter	LYPLA1 counter
COc1ccccc1N(CC(=O)NC1CC2CCC1C2)S(=O)(=O)c1ccc(C)cc1 (centres undefined)	2	3	-3	5	3	1	-2	3	1
Cc1ccc(Cn2nnnc2CN2CCC(O)(c3cccnc3)CC2)cc1	4	2	-4	1	-2	2	8	4	0
Cn1cnc2c1c(=O)n(Cc1c(Cl)cccc1Cl)c(=O)n2C	-3	-4	-2	6	-3	-2	0	-1	0
CCn1ccc(=N)cc1	2	7	-1	12	5	1	5	4	2
COC(=O)CCC(=O)N(C)CC1CCCN(CCc2cccc(C(F)(F)F)c2)C1 (centres undefined)	-1	12	-1	-3	0	4	2	-2	0
N#Cc1c(-c2ccccc2)c(C#N)c2nc3ccccc3n2c1N	6	-4	4	4	-4	2	4	-4	0
CCOCCCNC(=O)C(NC(=O)c1ccc(NC(C)=O)cc1)c1ccc(OC)cc1 (centres undefined)	-2	2	-4	-1	2	3	3	-2	-3
O=C(O)CSCC(=O)Nc1ccc(-c2nc3ccccc3s2)cc1	nt	nt	nt	-8	30*	16	-28	-5	-2
CC(C)(C)c1ccc(OCCC(=O)NC2=NCCS2)cc1	4	1	-3	-1	0	1	3	3	2
CN(C)S(=O)(=O)c1cccc(C(=O)NCC(C)(C)CNC(=O)c2cccc(S(=O)(=O)N(C)C)c2)c1	3	10	-3	7	0	0	-1	-8	2
CC1CCC(NC(=O)CN(C)S(=O)(=O)c2ccc3c(c2)c(=O)n(C)c(=O)n3C)CC1 (centres undefined)	-2	3	0	7	-5	3	0	7	-1
CCOC(=O)c1cc(C#N)c(Oc2ccccc2OC)nc1-c1ccccc1	-2	5	-2	3	-5	11	-1	-4	1
COC(=O)c1ccc(CNC(=O)c2ccc3c(c2)S(=O)(=O)N=C2CCCCCN23)cc1	-1	1	-7	5	-2	0	nt	-1	-1
CCN(CC)CCN1C(=O)C(=O)/C(=C(/O)c2cccc(OC)c2)C1c1ccccn1 (centres undefined)	4	7	0	7	2	1	2	3	-1
O=C(CCN1CCCCC1c1cccnc1)NCc1ccccc1 (centres undefined)	3	3	-8	2	-8	4	0	2	2
O=C(c1ccc(F)cc1)c1c[nH]c(C(=O)NCCCN2CCOCC2)c1	3	9	7	8	-3	-2	2	6	1
Cc1ccc(S(=O)(=O)Cc2ccc(C(=O)NCCCN3CCN(C)CC3)o2)cc1	7	3	-8	-7	-3	0	5	2	4
c1ccc(-n2c3ccccc3c3ccccc32)cc1	nt	nt	nt	7	-5	-1	-16	2	3
COc1ccc(CCNC(=O)CCNC(=O)c2ccc(Cl)cc2)cc1OC	4	2	1	1	-5	7	1	2	1
COc1ccc(N2C(=O)CC(c3ccc(OC(C)C)cc3)C2=O)cc1 (centres undefined)	10	-6	-2	0	-3	2	6	-1	2
COc1ccc(Nc2nc(C)c(-c3ccccc3)s2)cc1	1	2	-1	18	0	22	17	4	-1
O=C(Nc1ccc(Br)cc1)c1ccc(F)c(S(=O)(=O)N2CCN(c3ccccn3)CC2)c1	5	7	8	-16	-3	1	-7	-2	-2
O=C(CCl)Nc1nc(-c2ccco2)c(-c2ccco2)s1	0	20	20	14	3	22	88*	-1	-4
CCN(CC)C(=O)c1[nH]cnc1C(=O)NCc1ccc(CNC(=O)OC(C)(C)C)cc1	6	2	0	-2	-2	0	nt	1	-2
O=C(Nc1ccc2c(c1)OCO2)C1CCCN(S(=O)(=O)c2cccs2)C1 (centres undefined)	2	0	-7	6	6	3	12	-6	-1
O=C(O)c1ccc(/C=N/Nc2nnnn2-c2ccccc2)cc1	5	3	-4	-5	-2	-2	-3	6	-2
NC(=O)COc1cccc2cccnc12	1	0	-3	4	2	-1	1	6	-1
CC(C)(C)CC(=O)Nc1nn[nH]n1	2	5	1	-7	-5	-3	1	-15	-5
Cc1ccc(N2C(=O)C3C(C2=O)C2C=CC3C23CC3)cc1 (centres undefined)	7	-1	0	-5	2	5	5	0	0
S=C1N(c2ccccc2)C(c2ccc(Cl)cc2)N2CCCN12 (centres undefined)	5	2	3	5	4	-1	-1	4	2
CCn1c(/C(C#N)=C(\O)CCc2ccccc2)nc2ccccc21	5	1	-6	-2	4	2	6	-2	-3
CCN(CC(=O)NCc1cccs1)C(=O)C1CC(=O)N(c2ccc(OC)cc2OC)C1 (centres undefined)	3	0	0	2	-7	0	4	-3	-1
O=C(NCC(c1cccs1)N1CCOCC1)C1CCN(S(=O)(=O)c2cccc(C(F)(F)F)c2)CC1 (centres undefined)	-1	4	2	6	0	11	5	7	-1
COc1ccc(NC(C)=O)cc1CP(=O)(c1ccccc1)c1ccccc1	5	9	7	-8	-5	1	-4	-9	-1
CC(=O)Nc1ccc(N(C(=O)CNC(=O)c2ccco2)C(C(=O)NCc2ccco2)c2ccccc2)cc1 (centres undefined)	3	0	-5	12	0	2	0	3	2
COc1cccc(CNS(=O)(=O)c2cc3c4c(c2)CCN4C(=O)CC3)c1	-4	1	-3	18	1	-3	0	-2	0
Cc1ccc(NC(=O)CNC(=O)c2cccs2)nc1	2	4	2	17	1	1	0	6	-3
CC(N)c1ccc(Cl)cc1Cl (centres undefined)	0	1	14	5	3	-5	1	-3	-1
Cc1cc(=O)c2ccccc2s1	-2	3	-2	21	2	2	10	5	1
CS(=O)(=O)c1ccc(C(=O)OCC(=O)NC(=O)C2COc3ccccc3O2)cc1[N+](=O)[O-] (centres undefined)	-1	-4	-18	34	-2	4	nt	nt	nt
CC(C)CCNC(=O)NC(=O)COC(=O)/C=C/c1cc(Br)ccc1F	8	5	3	-6	-3	0	-2	1	0
O=c1c2c([nH]c3ccccc13)CCCCCC2	10	2	12	-2	4	-1	-6	-3	-2
O=C(c1ccc(F)cc1)C1CCN(Cc2cn[nH]c2-c2ccccc2)CC1	3	2	-6	-25	-3	3	0	1	0
O=C(c1ccccc1)N1CCCC(C(=O)N2CCN(c3ccccc3)CC2)C1 (centres undefined)	3	9	7	19	-2	8	-5	-8	2
CC(C)CC1Nc2ncnc(N3CCN(c4ccccc4)CC3)c2N(Cc2ccc(Cl)cc2)C1=O (centres undefined)	0	1	-6	8	4	-2	-2	-3	-4
COC(=O)Oc1ccc(/C=N/NC(=O)CSCc2ccccc2Br)cc1OC	4	4	2	-35	-2	3	7	2	2
Cc1ccc(S(=O)(=O)Nc2ccc(N3CCCCC3)cc2)cc1	8	11	8	-6	-6	12	16	-3	-4
Cc1cccc(NC(=O)NNC(=O)c2ccc(C)c([N+](=O)[O-])c2)c1	2	-5	4	-2	2	0	15	-4	-4
CCOC(=O)Cn1c2ccccc2n2nc(CCC(=O)O)c(=O)nc12	3	9	0	-2	-1	1	4	-5	1
CN1CCN(c2ccc(Cl)cc2NC(=O)CN2C(=O)NC(C)(c3ccccc3)C2=O)CC1 (centres undefined)	3	6	-9	12	-9	-10	-9	4	-3
CC(Nc1nc(Nc2ccc(F)cc2)nc(SCC(N)=O)n1)c1ccccc1 (centres undefined)	12	2	6	-10	-1	3	1	-4	-1
CCOC(=O)c1nn(-c2ccc(F)cc2)c2nc(CC(C)C)c(C#N)c(=O)n12	4	6	9	-15	2	-3	3	-4	0
COC(=O)c1cc(-c2ccc(F)cc2)n(-c2ccccc2)n1	8	7	9	-16	2	4	-3	0	-2
CCN(CC)c1ccc(/C=N/n2c(C)nc3ccccc3c2=O)cc1	3	4	4	8	-2	-1	0	0	-2
Cc1csc(NC(=O)CSc2[nH]c(=O)ncc2C)n1	2	8	-3	-7	5	2	1	4	0
O=c1c(Cl)c(NCc2ccco2)cnn1C12CC3CC(CC(C3)C1)C2	5	7	1	-1	-2	6	16	0	2

(continued)
Compound	PAFAH1B2 FP inh	PAFAH1B3 inh	PAFAH2 FP inh	PREPL inh	PAD4 FP inh	pPAFAH FP inh	GSTO1 counter	LYPLA2 counter	LYPLA1 counter
CCCCCC(=O)N/N=C/c1ccco1	4	-2	1	-3	4	3	-1	7	0
COc1ccccc1C1=NOC(C)(c2sc(-c3ccc(Cl)cc3)nc2C)C1 (centres undefined)	2	7	-1	-14	1	3	3	-7	-8
CCc1cc2c(NCCN3CCCCC3)ncnc2s1	3	-1	11	1	-2	-1	-2	3	-2
O=C1CSC(c2ccccc2[N+](=O)[O-])N1c1cccc(F)c1 (centres undefined)	2	2	-2	11	-3	1	6	7	-2
COc1ccc(/C=C/C(=O)c2oc3ccc(F)cc3c2C)cc1	-3	3	-4	8	-6	-2	-2	-5	0
Cc1cc(C)cc(NC(=O)C2CCN(c3nc(C)cc(C)n3)CC2)c1	-1	-1	-14	7	-9	-12	-3	-6	-1
CCOC(=O)c1sc(NC(=O)c2c(CC)noc2C)nc1C	3	8	2	12	6	1	nt	-2	-2
COCCNC(=O)C(OC(=O)c1ccco1)c1ccccc1Cl (centres undefined)	-2	3	-1	1	-1	-3	-2	4	6
Cc1nc(NN)c2c3c(sc2n1)COC(C)(C)C3	4	4	-13	17	-1	4	-3	5	-3
CC(C)(C)NC(=O)Cn1c(-c2nonc2N)nc2ccccc21	-5	-6	8	-12	-2	2	-1	4	3
Cc1cccc(NC(=O)NNC(=O)c2sccc2-n2cccc2)c1	1	3	5	-2	-2	4	10	1	-5
COCCn1c(SCc2nc3sc(C(=O)OC)c(C)c3c(=O)[nH]2)nc2ccccc21	2	12	4	6	-3	3	7	-5	2
COc1ccccc1OCC(=O)Nc1oc(-c2ccccc2)c(-c2ccccc2)c1C#N	-2	-2	-10	-3	-2	17	-6	-13	-10
O=C(/C=C/c1ccccc1Br)c1ccc2c(c1)OCO2	4	14	0	-23	-2	4	-15	-13	-6
O=C(COC(=O)c1ccccc1F)Nc1ccc(S(=O)(=O)N2CCOCC2)cc1	6	5	2	16	-2	8	nt	nt	nt
O=[N+]([O-])c1ccc(-c2nnc3n2CCCCC3)cc1	-3	9	1	-5	-3	1	2	5	-1
Cc1ccc(C)c(NC(=S)NCCSc2ccc(Cl)cc2)c1	37*	1	-5	1	0	3	-4	3	2
COc1ccc(N(CC(=O)NCc2ccco2)S(C)(=O)=O)cc1Cl	3	2	-2	7	4	2	-6	-2	-5
O=C1C2C3C=CC(C3)C2C(=O)N1c1ccc(-c2nc3ccccc3c(=O)o2)cc1 (centres undefined)	0	-5	-8	-2	2	-1	1	2	2
COc1ccc2c(c1)C(SCC(=O)NCCc1ccccc1)CC(C)(C)O2 (centres undefined)	-3	-7	9	13	-1	-7	10	-4	4
O=C(c1ccccc1)N1N=C(c2ccccc2O)CC1c1ccc(Br)cc1 (centres undefined)	-1	11	1	10	-3	-3	2	4	-2
Cc1ccc(N2CCN(CC(O)COc3cccc(C)c3)CC2)cc1 (centres undefined)	4	2	3	16	-6	8	5	9	3
Cc1ccc(CN(c2ccc(C(=O)N3CCCC3)cc2)S(C)(=O)=O)cc1	1	10	-3	-9	2	7	-4	10	1
